# GluA2 TARP mod – GluA2-stargazin AMPA receptor complex modulation; HEK293 GluA2+stargazin, membrane potential dye (FDSS), glutamate EC50; hits were called plate by plate, in both directions; 3.5% of 40,000 active; calls only at 30 µM; AID 1259245; O88602+P19491;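 active = any of four per-well response measures lying three or more SD from its plate-wide compound average, in either direction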
# GluA2 TARP mod agonism max-min – second read-out of GluA2 TARP mod, no call of its own (marks repeat the call); compound max-min signal; compound-alone response (agonism);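 unitless range of fluorescence divided by baseline over first 100 seconds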
# GluA2 TARP mod glutamate slope – also measured in GluA2 TARP mod; calls as there; glutamate slope, % of max; measured here: glutamate response slope, % max;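 scaled per plate between vehicle wells and maximal 1 mM glutamate control wells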
# Numbers without * were called inactive; i = inactive; + = active, no number; & = joins results of further samples. Not all compounds are listed; count on the stated rates, not on these rows.
# A first look (2 entries):
GluA2 TARP mod | GluA2 TARP mod agonism max-min | GluA2 TARP mod glutamate slope | canonical_smiles
i | 0.12 | 80 | COc1ccccc1N1CCN(C(=O)CCc2nnc3n(CCc4ccccc4)c(=O)c4ccccc4n23)CC1
i | 0.035 | 37 | Cc1ccc(-c2noc(-c3cn(CC(=O)NCc4ccccc4Cl)c4nc(C)ccc4c3=O)n2)cc1

# All compounds of this part, previewed entries included:
GluA2 TARP mod | GluA2 TARP mod agonism max-min | GluA2 TARP mod glutamate slope | canonical_smiles
i | 0.12 | 80 | COc1ccccc1N1CCN(C(=O)CCc2nnc3n(CCc4ccccc4)c(=O)c4ccccc4n23)CC1
i | 0.035 | 37 | Cc1ccc(-c2noc(-c3cn(CC(=O)NCc4ccccc4Cl)c4nc(C)ccc4c3=O)n2)cc1
i | 0.096 | 72 | CCCCC(=O)Nc1cc([N+](=O)[O-])ccc1OC
i | 0.08 | 60 | CCc1ccc(S(=O)(=O)N2CCC(OC)CC2)cc1
i | 0.087 | 49 | CCOc1ccc(S(=O)(=O)c2cc3cccc(OCC)c3oc2=O)cc1
i | 0.053 | 55 | CCN1CC(c2nc3ccccc3n2Cc2ccc(C)cc2)CC1=O (centres undefined)
i | 0.063 | 62 | Cc1ccc(S(=O)(=O)N2CCN(c3ccc(Cl)c(Cl)c3)CC2)cc1
i | 0.076 | 55 | COc1nn(C)cc1C(=O)N(CC1CCCO1)c1nc2c(Cl)cccc2s1 (centres undefined)
i | 0.034 | 46 | COc1ccc(CNC(=O)C(=O)Nc2ccc(N3CCCS3(=O)=O)cc2)cc1
i | 0.092 | 51 | COc1ccc(CNC(=O)C(=O)c2cn(CC(=O)N3CCOCC3)c3ccccc23)cc1
i | 0.12 | 62 | COC(=O)c1sccc1S(=O)(=O)N1CCN(c2ccccc2OC)CC1
i | 0.052 | 48 | O=C(NCC1CCCO1)C1CC(=O)N(C2CCCCC2)C1 (centres undefined)
i | 0.12 | 49 | COC(=O)c1ccc(C(=O)N(CCc2ccccc2)Cc2ccccn2)cc1
i | 0.077 | 68 | COc1ccc(N2C(=O)CN(CCc3cccc(OC)c3)C3CS(=O)(=O)CC32)cc1 (centres undefined)
i | 0.11 | 59 | CC(=O)c1ccc(N2CCN(C(=O)c3snc(C(=O)NC(C)C)c3N)CC2)cc1
i | 0.058 | 39 | CN(C)C(CNC(=O)C1CCCCC1)c1cccs1 (centres undefined)
i | 0.063 | 47 | O=C(CC1CCCC1)OCc1cc(-c2ccc(F)cc2)on1
i | 0.05 | 46 | CC(=O)c1ccc(N2CCN(C(=O)CCc3nnc4n(CCc5ccccc5)c(=O)c5ccccc5n34)CC2)cc1
i | 0.11 | 71 | Cc1cc(=O)n2[nH]c(C)c(-c3ccccc3)c2n1
i | 0.15 | 52 | Cc1ccccc1-c1ccc(N2CCC(C(=O)NN3CCN(C)CC3)CC2)nn1
i | 0.1 | 74 | CC(=O)N1CCN(c2ccnc3c2c(=O)n(CC(=O)NCc2ccco2)c(=O)n3C)CC1
i | 0.092 | 57 | CC1CS(=O)(=O)N(c2ccc(S(=O)(=O)Nc3ccccc3C(F)(F)F)cc2)C1=O (centres undefined)
i | 0.1 | 47 | COc1ccc(NC(=O)NC2(c3nc(-c4ccsc4)no3)CCCCC2)cc1Cl
i | 0.11 | 68 | CCn1nccc1C(=O)Nc1c(C(N)=O)oc2ccccc12
i | 0.068 | 48 | NC(=O)Cc1ccc(NC(=O)c2c(F)cccc2F)cc1
i | 0.097 | 56 | COc1cc(CCN2C(=O)c3cccc4cccc(c34)C2=O)c(S(=O)(=O)N2CCCC2)cc1OC
i | 0.081 | 53 | CCCCS(=O)(=O)N1CCC2(CC1)C(=O)N(C)C(=O)N2C
i | 0.077 | 52 | COc1cn(CC(=O)Nc2cccc([N+](=O)[O-])c2)c(CSc2nncn2C)cc1=O
i | 0.067 | 52 | O=C(NCCCn1nc(-c2ccc(Cl)cc2)ccc1=O)C1CCCC1
i | 0.036&0.081 | 43&64 | O=C(c1ccc(Cl)cc1)c1ccc(OCC(O)CN2CCOCC2)cc1 (centres undefined)

# Compound profiles, as listed above. Values in the order: GluA2 TARP mod	GluA2 TARP mod agonism max-min	GluA2 TARP mod glutamate slope
# Record of COC(=O)c1ccc(C(=O)N(CCc2ccccc2)Cc2ccccn2)cc1 → i	0.12	49
# Record of CCCCS(=O)(=O)N1CCC2(CC1)C(=O)N(C)C(=O)N2C → i	0.081	53

# (continued)
GluA2 TARP mod | GluA2 TARP mod agonism max-min | GluA2 TARP mod glutamate slope | canonical_smiles
i | 0.087 | 70 | COC(=O)c1ccc(-c2csc(NC(=O)c3ccc4nsnc4c3)n2)cc1
i | 0.12 | 62 | CCNc1cc(C)nc(N2CCN(C(=O)COc3ccccc3)CC2)n1
i | 0.1 | 57 | CCOC(=O)N1CCc2c(sc(NC(=O)Cc3ccccc3)c2-c2nc3ccccc3s2)C1
i | 0.18 | 40 | COc1ccc(Cl)cc1S(=O)(=O)N1CCN(c2ccc(-c3ccncc3)nn2)CC1
i | 0.12 | 68 | O=C(Nc1nc(CN2CCc3ccccc3C2)cs1)Nc1ccccc1C(F)(F)F
i | 0.084 | 63 | CCn1nccc1C(=O)NC1(c2nc(-c3cnccn3)no2)CCCCC1
i | 0.13 | 63 | O=C(Nc1ccccc1)N1CCN(Cc2nc(-c3ccccc3)cs2)CC1
i | 0.05 | 48 | COc1ccc(-c2cc(C(F)F)n3ncc(C(=O)NCC4CCCO4)c3n2)cc1 (centres undefined)
i | 0.091 | 59 | COCCN(CCOC)c1cc(C)nc(-n2cc([N+](=O)[O-])cn2)n1
+ | 0.058* | 32* | Cn1cccc1C(CNC(=O)C1CCN(S(C)(=O)=O)CC1)N1CCCC1 (centres undefined)
i | 0.068 | 62 | O=C(NCCC(O)c1cccs1)c1c(F)cccc1F (centres undefined)
i | 0.088 | 55 | O=C(CSc1nnc(-c2cccnc2)o1)NCc1ccc2c(c1)OCO2
i | 0.058 | 3 | Cc1ccc(C)c(Cn2c(C)nc3ccccc32)c1
i | 0.13 | 56 | CCNC(=O)c1nsc(C(=O)NCc2ccc3c(c2)OCO3)c1N
i | 0.025 | 44 | Cc1cc(C)cc(-n2nnc3c(=O)n(CC(=O)N4CCN(c5ccccc5)CC4)cnc32)c1
i | 0.051 | 67 | Cc1ccc(S(=O)(=O)NCCCn2nc(-c3ccccc3)ccc2=O)c(C)c1
+ | 0.098* | 41* | Cc1ccc(NS(=O)(=O)c2ccccc2)c(C(=O)c2ccccc2)c1
i | 0.089 | 56 | COc1ccc(NC(=O)CSC2=NC3(CCCCC3)Nc3ccccc32)cc1
i | 0.14 | 55 | CCc1ccccc1NC(=O)N1CCN(c2cc(N3CCOCC3)ncn2)CC1
i | 0.025 | 55 | Cc1ccc(S(=O)(=O)N2CC3(COC(C)(C)OC3)C2)cc1
i | 0.099 | 65 | COCCNC(=O)C(=O)NCCC1CCCCN1S(=O)(=O)c1ccc(Cl)cc1 (centres undefined)
i | 0.065 | 47 | COc1ccc(S(=O)(=O)NCC2CCN(S(=O)(=O)C3CC3)CC2)c(C)c1
i | 0.092 | 48 | CN(C)c1oc(-c2ccc(S(=O)(=O)N3CCCCCC3)cc2)nc1C#N
i | 0.056 | 58 | CCCS(=O)(=O)N1CCCc2cc(NS(=O)(=O)c3ccc(OCC)cc3)ccc21
i | 0.1 | 49 | CCn1nc(C)cc1C(=O)N1CC(=O)Nc2ccccc21
i | 0.076 | 54 | Cn1cc(C(=O)N2CCOCC2)cc(NC(=O)c2ccccc2)c1=O
i | 0.084 | 69 | COc1cc(OC)cc(C(=O)N2CCN(c3ccccn3)CC2)c1

# Some of these compounds in order of number of heavy atoms, descending:
GluA2 TARP mod | GluA2 TARP mod agonism max-min | GluA2 TARP mod glutamate slope | canonical_smiles
i | 0.051 | 67 | Cc1ccc(S(=O)(=O)NCCCn2nc(-c3ccccc3)ccc2=O)c(C)c1
i | 0.092 | 48 | CN(C)c1oc(-c2ccc(S(=O)(=O)N3CCCCCC3)cc2)nc1C#N
+ | 0.098* | 41* | Cc1ccc(NS(=O)(=O)c2ccccc2)c(C(=O)c2ccccc2)c1
i | 0.084 | 69 | COc1cc(OC)cc(C(=O)N2CCN(c3ccccn3)CC2)c1
